From PubChem BioAssay
CD40 NFkB inh = CD40 pathway inhibition in BL2 cells | BL2 NF-kB luciferase reporter, CD40L-induced, 4 h | inhibition, % at 10 µM | actives 0.94% (n = 83,000) | AID 1053188;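 active means mean inhibition of at least 50% with a set share of replicates also reaching that level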;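 further: 0% = neutral control wells and 100% = IKK inhibitor VII at 50 µM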
Starred values were filed as active, the others as inactive; & = joins results of further samples; [ ] = remark or other dose. The list is partial; the hit share may differ from the screen's.

CD40 NFkB inh	mol
1	CC(=O)Nc1ccc(C(=O)OCC(=O)N2CC3(C)CC2CC(C)(C)C3)cc1 (stereo unspecified)
-4	COc1ccccc1C(=O)N1CCN(c2ccc(N3CCOCC3)nn2)CC1
-11	Cc1cccc2sc(NNC(=O)C3=COCCO3)nc12
11	CN(CC(=O)Nc1cccc(S(=O)(=O)N(C)c2ccccc2)c1)Cc1cccs1
-10	COc1ccc(N2CCN(C(=S)Nc3ccc(C)cc3)CC2)cc1
7	Cn1c(=O)c2c(nc(CN3CCCCC3)n2CCCc2ccccc2)n(C)c1=O
5	COc1ccc(C(=O)NNC(=O)COc2ccc(Cl)cc2C)cc1S(=O)(=O)N1CCOCC1
3	N#CCCN(C(=O)COC(=O)c1cc(=O)c2ccccc2o1)c1ccccc1
10[25 µM]	CCCNC(=O)N1[C@@H](C#N)[C@@H](c2ccc(-c3ccccc3F)cc2)[C@@H]1CO
-11[25 µM]	COc1ccc(NC(=O)N2C[C@H](O)COC[C@H]3O[C@H](CC(=O)N4CCCCC4)CC[C@@H]32)cc1
10	CC(C)NC(=O)NC1C2CC3CC(C2)CC1C3 (stereo unspecified)
3	COC(=O)CCc1nc2cc(Cl)ccc2n(Cc2ccccc2)c1=O
18	O=S(=O)(c1ccccc1)N1CN(c2ccc(F)cc2F)c2nc3ccccc3nc21
1	CN(C)CCNC(=S)Nc1ccc(F)c(F)c1F
5	CCCn1c(C)cc(C(=O)COC(=O)CN=C2NS(=O)(=O)c3ccccc32)c1C
1	N#Cc1ccc(-c2ccc3c(c2)[C@@H]2[C@@H](CCN2C(=O)C2CCC2)[C@@H](CO)N3)cc1
26	CC1CCN(S(=O)(=O)c2cccc(C(=O)N(Cc3ccccc3)c3ccccn3)c2)CC1
-55	O=[N+]([O-])c1ccc(NN=CCCc2ccccc2)nc1
-1	CSc1nc(N2CCN(Cc3ccc4c(c3)OCO4)CC2)c2ccccc2n1
-22	Cc1cc2ncn(C(=O)N3CCCC3)c2cc1C
-17	CC(=O)Nc1ccc(-c2csc(NCc3ccccc3)n2)cc1
14	O=C(Nc1ccc(-c2cn3ccsc3n2)cc1)C1CCCC1
-5	Cc1csc(-c2cc(C(=O)NCc3ccc(F)cc3)n[nH]2)c1
4	Cc1cc(C)nc(-n2ncc3c2CCCC3=O)n1
-75	CCOC(=O)c1oc2cccc(O)c2c1C
12	CCCCc1nnc(NC(=O)Cc2ccc(S(=O)(=O)N3CCOCC3)s2)s1
8	C/C(=N\NC(=O)CNc1cccc2ccccc12)c1ccccc1
7&-8[25 µM]	Fc1cccc(CN2C[C@@H]3N[C@H](C2)C3c2ccc(-c3cncnc3)cc2)c1 (stereo partly specified)
21[25 µM]	Cc1ccccc1-c1ccc([C@H]2[C@H]3CN(S(=O)(=O)Cc4ccccc4)CCCCN3[C@H]2CO)cc1
8[25 µM]	COc1cccc(C(=O)Nc2ccc3c(c2)C(=O)N(C)[C@H]2CC[C@@H](CC(=O)NCc4ccc(F)cc4)O[C@H]2CO3)c1

Entries listed so far with a cyano group (3):
CD40 NFkB inh	mol
3	N#CCCN(C(=O)COC(=O)c1cc(=O)c2ccccc2o1)c1ccccc1
10[25 µM]	CCCNC(=O)N1[C@@H](C#N)[C@@H](c2ccc(-c3ccccc3F)cc2)[C@@H]1CO
1	N#Cc1ccc(-c2ccc3c(c2)[C@@H]2[C@@H](CCN2C(=O)C2CCC2)[C@@H](CO)N3)cc1

Three compounds already listed, arranged by count of non-hydrogen atoms, low to high.
CD40 NFkB inh	mol
-17	CC(=O)Nc1ccc(-c2csc(NCc3ccccc3)n2)cc1
7&-8[25 µM]	Fc1cccc(CN2C[C@@H]3N[C@H](C2)C3c2ccc(-c3cncnc3)cc2)c1 (stereo partly specified)
21[25 µM]	Cc1ccccc1-c1ccc([C@H]2[C@H]3CN(S(=O)(=O)Cc4ccccc4)CCCCN3[C@H]2CO)cc1

(cont.)
CD40 NFkB inh	mol
3	Cc1onc(-c2ccccc2)c1NC(=O)OC(C)c1cccnc1 (stereo unspecified)
0	Cc1cc(NC(=O)COC(=O)c2ccc(Cl)cc2)no1
9	O=C(Cc1ccccc1)NC1c2ccccc2-c2ccccc21
-3	O=C(NC1CCCC1)c1cc2nc(-c3ccco3)cc(C(F)(F)F)n2n1
-6	Cc1nc2cc(-c3ccccc3)ccc2o1
1	Cc1nc(N2CCc3ccccc3C2)[nH]c(=O)c1Cc1ccccc1
-4[25 µM]	Cc1ccc(S(=O)(=O)Nc2ccc3c(c2)CC(=O)N([C@@H](C)CO)C[C@H](C)[C@H](CN(C)S(=O)(=O)c2ccccc2)O3)cc1
-11	Cc1ccc(NC(=O)C2=C(O)c3sccc3N(C)S2(=O)=O)cc1
10[25 µM]	COc1ccc(C#Cc2ccc([C@H]3[C@@H](CO)N4CCCCN(C(=O)Nc5cccc(F)c5)C[C@@H]34)cc2)cc1
-2	COc1ccccc1OCCNC(=O)CNC(=O)c1ccc2c(c1)OCO2
-4[25 µM]	CCCNC(=O)[C@H]1[C@H](CO)[C@H]2Cn3c(ccc(-c4cccnc4)c3=O)[C@H]2N1C(=O)c1ccccc1F
-1[25 µM]	C[C@@H]1CN([C@@H](C)CO)C(=O)CCCn2cc(nn2)CO[C@H]1CN(C)S(=O)(=O)c1cn(C)cn1
5	O=C(CCNC(=O)C1CCN(S(=O)(=O)c2ccc(F)cc2)CC1)Nc1nccs1
12	CCN1CCN(c2ccc(N3CCN(S(=O)(=O)c4cc([N+](=O)[O-])ccc4C)CC3)nn2)CC1
6	O=C1COc2ccc(S(=O)(=O)N3CCC(C(=O)NCc4ccccc4)CC3)cc2N1
1	Cn1cc(CN2CCC(N3CCNC(=O)CC3)CC2)c(-c2ccccc2F)n1
12	N#CC1(NC(=O)CSc2nc3ccc([N+](=O)[O-])cc3s2)CCCCC1
-1[25 µM]	CN1CCN(C(=O)C[C@@H]2CC[C@H]3[C@@H](COC[C@@H](O)CN3Cc3cccc(-c4ccncc4)c3)O2)CC1
6	CN(C)c1cccc(C(=O)OCC(=O)N(C)c2ccccc2)c1
8	COC(=O)c1c(C)nc(C)c(C(=O)OC)c1-c1ccsc1
13[25 µM]	O=S(=O)(c1ccccc1F)N1CC[C@@H]2[C@H](CO)Nc3ccc(C4=CCCCC4)cc3[C@@H]21
0[25 µM]	CO[C@H](CN(C)C(=O)c1cc(Cl)cc(Cl)c1)[C@H](C)CN(C(=O)Nc1ccc(F)cc1)[C@@H](C)CO
-1	O=C(/C=C/c1ccccc1Cl)OCC(=O)N1CCc2ccccc21
-5	O=C(Nc1nc(-c2cccc3ccccc23)cs1)c1cnccn1
10	CCn1c(=O)c2cc(S(=O)(=O)NCc3ccccc3)ccc2n(CC)c1=O
2	CC(=O)N1CCN(C(=O)CCN(c2ccccc2)S(=O)(=O)c2ccc(C)cc2)CC1
-3[25 µM]	Cc1noc(C)c1NC(=O)N1C[C@H](O)COC[C@H]2O[C@@H](CC(=O)NCC3CC3)CC[C@@H]21
6	Cc1ccc(-c2nn(-c3ccccc3Cl)cc2C(=O)NCC2CCCO2)cc1 (stereo unspecified)
8	COc1cccc(NC(=O)N2[C@@H](CO)[C@H](c3ccccc3)[C@@H]2CNC(C)C)c1
5	CO[C@H]1CN(C)C(=O)c2ccc(NC(=O)C3CCC3)cc2OC[C@H](C)N(Cc2ccc(F)cc2)C[C@@H]1C
-1	CC=Cc1ccc2n(c1=O)C[C@@H]1[C@@H](CO)[C@H](C(=O)NC3CCC3)[C@H]2N1Cc1ccncc1 (mixture of isomers)
7	CC1CCCCC12NC(=O)N(CC(=O)N1CCN(C(=O)c3cccs3)CC1)C2=O (stereo unspecified)
-13	CS(=O)(=O)c1ccc(Cl)c(NC(=O)COC(=O)c2ccc(S(=O)(=O)N3CCCC3)cc2)c1
6	Cc1cccc(Oc2ccccc2NC(=O)CN2C(=O)NC3(CCCC3)C2=O)c1
-6[25 µM]	C/C=C/c1ccc([C@@H]2[C@H]3CN(C(=O)c4ccncc4)CC(=O)N3[C@H]2CO)cc1
-7	CCOc1ccc(NC(=O)COC(=O)CNC(=O)c2ccc(-c3ccccc3)cc2)cc1
44	CCOc1cc2[nH]c(=S)n(Cc3ccc(C)o3)c(=O)c2cc1OCC
-4	COc1ccc(OCCCC(=O)OCC(=O)NNC(=O)c2ccc([N+](=O)[O-])cc2)cc1
6[25 µM]	CCC(=O)N1CCCCN2[C@H](C1)[C@H](c1ccc(-c3cccnc3)cc1)[C@@H]2CO
-46	Cc1nc2ccc(NC(=O)CSc3ccccc3)cc2s1

Of the compounds above, 3 have an aryl thioether with sulfur outside any ring.
CD40 NFkB inh	mol
-1	CSc1nc(N2CCN(Cc3ccc4c(c3)OCO4)CC2)c2ccccc2n1
12	N#CC1(NC(=O)CSc2nc3ccc([N+](=O)[O-])cc3s2)CCCCC1
-46	Cc1nc2ccc(NC(=O)CSc3ccccc3)cc2s1

6 entries from above, in CSV form.
SMILES,CD40 NFkB inh
CCC(=O)N1CCCCN2[C@H](C1)[C@H](c1ccc(-c3cccnc3)cc1)[C@@H]2CO,6[25 µM]
Cc1cccc(Oc2ccccc2NC(=O)CN2C(=O)NC3(CCCC3)C2=O)c1,6
CCOc1cc2[nH]c(=S)n(Cc3ccc(C)o3)c(=O)c2cc1OCC,44
COc1ccc(OCCCC(=O)OCC(=O)NNC(=O)c2ccc([N+](=O)[O-])cc2)cc1,-4
CC=Cc1ccc2n(c1=O)C[C@@H]1[C@@H](CO)[C@H](C(=O)NC3CCC3)[C@H]2N1Cc1ccncc1 (mixture of isomers),-1
Cc1nc2ccc(NC(=O)CSc3ccccc3)cc2s1,-46

Carrying on:
CD40 NFkB inh	mol
-6[25 µM]	COc1ccc(CNC(=O)C[C@@H]2CC[C@H](NC(=O)CN(C)C)[C@H](CO)O2)cc1
4	CC(=O)N1CCC(C(=O)Nc2ccc(S(=O)(=O)N3CCCC(C)C3)cc2)CC1 (stereo unspecified)
-8	CC(=O)N(C)C[C@H]1OCc2ccccc2-c2c(n(C)c3ccccc23)C(=O)N([C@@H](C)CO)C[C@H]1C
-16[25 µM]	CCC(=O)N1CC[C@@H]2[C@H]1c1cc(-c3cccc(OC)c3)ccc1N(C)[C@H]2CO
5[25 µM]	CS(=O)(=O)N1CC(=O)N2[C@H](CO)[C@@H](c3ccc(C#Cc4ccc(F)cc4)cc3)[C@H]2C1
-11	COc1ccc(C(=O)NCc2ccc3c(c2)CCO3)cc1
-39	Cc1ccc(/C=N/NC(=O)c2cc(-c3ccncc3)nc3ccccc23)o1
11	O=C(NCc1ccccc1)C1CCN(S(=O)(=O)c2ccc(N3CCCC3=O)cc2)CC1
-8	O=C1c2ccccc2CCc2ccccc21
11	Cc1onc(-c2c(Cl)cccc2Cl)c1C(=O)Nn1cnnc1
2[25 µM]	COc1ccccc1NC(=O)N1CC(=O)N2[C@@H](CO)[C@H](c3ccc(C#CC(C)C)cc3)[C@@H]2C1
-30[25 µM]	N#C[C@@H]1[C@@H](c2ccc(/C=C/c3ccccc3)cc2)[C@@H](CO)N1C(=O)Cc1ccccn1
-6	NC(Cc1c[nH]c2ccccc12)C(=O)NCc1ccco1 (stereo unspecified)
6	Cc1cc(NC(=O)NC2(C(F)(F)F)Oc3ccc(Cl)cc3O2)no1 (stereo unspecified)
-29	COc1cccc(-c2cccc(NC(=O)C3CCN(CC4CCOC4)CC3)c2)c1 (stereo unspecified)
5	Cc1ccccc1-c1cc2nc(NCCc3ccncc3)n(C)c(=O)c2s1
9	CCC(C)(C)NC(=O)c1cccc(NC(=O)C(C)C)c1
4[25 µM]	O=C(C[C@H]1CC[C@@H]2[C@H](COC[C@@H](O)CN2Cc2cccc(Cl)c2)O1)NCc1cccc(F)c1
12	N#Cc1ccc(-c2ccc(C3[C@@H]4CN(S(=O)(=O)c5cccc(Cl)c5)C[C@H]3N4)cc2)cc1 (stereo partly specified)
-13[25 µM]	CNC[C@@H]1OCc2ccccc2-c2ccccc2C(=O)N([C@@H](C)CO)C[C@H]1C
-20	CC(C)n1nc(C(=O)OCC(=O)N(C)C2CCS(=O)(=O)C2)c2ccccc2c1=O (stereo unspecified)
8	COc1ccc(C2=NN(C(=O)C(O)c3ccccc3)C(O)(C(F)(F)F)C2)cc1 (stereo unspecified)
-10[25 µM]	C[C@@H]1CN([C@H](C)CO)C(=O)c2ccccc2-c2ccccc2CO[C@@H]1CN(C)C(=O)[C@H]1CCCN1C
0	COc1ccc(C(CNC(=O)CN(C)S(=O)(=O)c2ccc(C)cc2)N2CCCC2)cc1 (stereo unspecified)
16	O=C1CN(S(=O)(=O)c2ccc(F)cc2)CCN1
13	COCCN(C(=O)COC(=O)C1CC1C)c1c(N)n(Cc2ccccc2)c(=O)[nH]c1=O (stereo unspecified)
-16	NC(=O)c1ccsc1NC(=O)COC(=O)c1ccc(Cl)c(N)c1
13[25 µM]	C/C=C/c1ccc2c(c1)O[C@H](CN(C)C(=O)Nc1cccc(F)c1)[C@@H](C)CN([C@H](C)CO)S2(=O)=O
6[25 µM]	CN1C(=O)c2cc(NC(=O)NCc3ccccc3)ccc2OC[C@@H]2O[C@@H](CC(=O)NCC3CCCCC3)CC[C@@H]21
3	O=[N+]([O-])c1ccc(-c2csc(N3CCc4ccccc4C3)n2)cc1
2[25 µM]	CCS(=O)(=O)N1CCC2(CC1)CN(C(=O)Nc1c(C)noc1C)[C@H](CO)c1c2c2ccc(OC)cc2n1C
-1	O=C(Nc1cccc2ccccc12)c1ccc([N+](=O)[O-])s1
1[25 µM]	O=C(C[C@@H]1CC[C@@H]2[C@H](COC[C@H](O)CN2CCC(F)(F)F)O1)NCc1ccc2c(c1)OCO2
-7[25 µM]	C[C@H](CO)N1C[C@H](C)[C@@H](CN(C)C(=O)Nc2ccccc2F)Oc2cc(Br)ccc2S1(=O)=O
-1	O=C(c1ccc(F)cc1)C1CCN(Cc2ccccc2F)CC1
-7&1	CN(C)C(=O)c1cccc(-c2ccc(C3[C@@H]4CN(C(=O)c5ccccn5)C[C@H]3N4)cc2)c1 (stereo partly specified)
-2	Cc1ccn2c(C(=O)N/N=C\c3ccc4c(c3)OCO4)c(C)nc2c1
-3	COC(=O)c1ccc(OC(=O)c2ccccn2)cc1
